Screening results from PubChem.
FN deposit inh = fibronectin deposition inhibition. AH1F fibroblasts, Alexa488-fibronectin deposition fluorescence, overnight. inhibition, % at 12.6 µM. 350,000 compounds, 0.086% hits. AID 743247;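 active = mean inhibition across replicates of 30% or more, regardless of how many single replicates reach that level; inconclusive = mean under 30% yet at least half of replicates reach 30%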;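 note: positive control wells lacked labelled fibronectin entirely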
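Measured by – fluorescence 485/525 nm · System – AH1F fibroblast monolayer, labelled fibronectin deposition · Amount – 10000 cells per well · Buffer or medium – serum-reduced DMEM (2% serum) · Doses – single dose, pinned · Also added – fluorescent fibronectin at 24 nM final · Schedule – 1 h cell attachment, overnight exposure to compound and label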
esBAF inh = SWI/SNF esBAF complex inhibition | mouse ES cells, Bmi1-luciferase knock-in reporter, 24 h; 100% = twice the neutral-well signal | reporter increase, % at 12.5 µM | 350,000 compounds, 2% hits; in the data active = activation above about 40%; inconclusive = no clear call, values can overlap the other calls;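 note: 0% = median of the plate's neutral control wells and 100% = double that signal; a rise in the Bmi1 reporter signal indicates esBAF inhibition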
S100A4 MyoIIA = inhibitors of human S100A4 binding to myosin IIA peptide; AID 652163; 360,000 compounds, 0.14% hits; P26447; inhibition, % at 10.7 µM; S100A4/TAMRA-MyoIIA peptide fluorescence polarization;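 active = mean inhibition of at least 70% across replicates, with every replicate also reaching that level; inconclusive = mean inhibition reaches 70% but some replicates fall short; inactive = mean inhibition below 70%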
Target sequence (P26447 whole entry, looked up): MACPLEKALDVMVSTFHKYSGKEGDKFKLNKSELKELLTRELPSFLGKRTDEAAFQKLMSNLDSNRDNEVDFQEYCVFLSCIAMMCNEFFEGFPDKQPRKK
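Material: S100A4 monomer protein / Buffer or medium: 50 mM HEPES pH 7.2, 10 mM CaCl2, 100 mM KCl / Times: 5 min incubation before reading / Benchmarks: neutral control DMSO, positive control TFP / Reagent: labelled myosin peptide probe, 5 nM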
EWS-Fli block = blocks EWS/Fli oncoprotein-driven transcription | 350,000 compounds, 0.67% hits | A673 NR0B1-luciferase reporter, viability-normalised | inhibition, % at 12.6 µM;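 active = mean inhibition of at least 50% after viability correction, with every replicate also passing that limit; inconclusive = mean reaches 50% but only one of two replicates passes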;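 note: firefly luciferase signal divided by Alamar Blue viability fluorescence both relative to DMSO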
RAD52 inh = inhibitors of human RAD52 DNA annealing; recombinant RAD52 DNA annealing, FRET fluorescence; inhibition, % at 18.7 µM; 360,000 compounds, 0.46% hits; AID 651710;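 active = every replicate showing at least 50% inhibition; inconclusive = mean inhibition at least 50% but not in every replicate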
Xi reactivation = reactivates the inactive X chromosome in mouse fibroblasts; 360,000 compounds, 0.055% hits; activation, % at 7.58 µM; XiGFP mouse fibroblasts, % GFP-positive cells imaging, 3 d; cells co-treated with 5-aza-dC sensitizer; scaled so ellipticine positive control = 100%; AID 743238;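 active = mean normalized replicate activation at least 10% and every replicate at or above 10%; inconclusive = only one of the two criteria met; inactive = mean below 10% and not all replicates reach 10%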;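 note: 0% = median of on-plate neutral control wells and 100% = ellipticine 6 µM median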
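System: 68-5-11 XiGFP fibroblast line | Buffer or medium: DMEM containing 5-aza-dC | Compound: Single point | Times: Compounds 3 days, fix/stain 15 min at room temperature | Benchmarks: Positive control ellipticine, 6 µM final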
E-selectin induc = E-selectin induction on HUVECs; P16581; HUVEC E-selectin immunofluorescence imaging; normalized: neutral wells 0, TNF-alpha wells 100; activation, % at 7.58 µM; 260,000 compounds, 0.37% hits;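 active = mean E-selectin-positive cell signal at least 10% of the positive control, reached in at least 60% of replicates, without over 20% cell loss; inconclusive = no rule given, readout overlaps actives, possibly toxicity-flagged; inactive = the rest, including those meeting only one limit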;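 note: in these data hits start at about 27%; measured in HUVEC primary endothelial cells; signal is the percent of cells scored E-selectin positive by PE staining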
Target sequence (P16581 whole entry, looked up): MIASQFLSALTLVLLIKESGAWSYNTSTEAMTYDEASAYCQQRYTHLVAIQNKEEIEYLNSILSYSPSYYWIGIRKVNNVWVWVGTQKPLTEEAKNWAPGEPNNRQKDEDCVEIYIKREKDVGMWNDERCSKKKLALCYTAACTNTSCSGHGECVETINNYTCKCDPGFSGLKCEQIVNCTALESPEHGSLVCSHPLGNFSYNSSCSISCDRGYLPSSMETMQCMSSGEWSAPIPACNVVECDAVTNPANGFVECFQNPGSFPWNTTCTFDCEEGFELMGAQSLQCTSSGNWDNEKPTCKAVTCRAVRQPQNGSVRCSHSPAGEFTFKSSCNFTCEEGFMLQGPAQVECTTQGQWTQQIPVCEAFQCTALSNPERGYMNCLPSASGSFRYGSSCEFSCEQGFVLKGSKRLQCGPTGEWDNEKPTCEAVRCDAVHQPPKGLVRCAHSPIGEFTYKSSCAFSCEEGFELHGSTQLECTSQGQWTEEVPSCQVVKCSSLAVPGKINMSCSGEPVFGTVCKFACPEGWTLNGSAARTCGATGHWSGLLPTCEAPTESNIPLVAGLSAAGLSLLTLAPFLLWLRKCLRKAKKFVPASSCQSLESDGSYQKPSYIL
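Material: HUVEC primary endothelial cells; Amount: 3,000 cells per well; Dosing: single concentration; Medium: EGM-2 growth medium on 0.1% gelatin-coated wells; Read-out basis: percent E-selectin-positive cells; Signal: immunofluorescence imaging; Control set: TNF-alpha, DMSO.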
RAD54 inh = RAD54 (human) branch migration inhibition | inhibition, % at 10.4 µM | AID 602329 | RAD54 Holliday junction branch migration, FAM/BHQ fluorescence | 360,000 compounds, 0.14% hits | Q92698;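 active = mean normalized replicate activity at least 40 and at least half of replicates scoring 40 or more; inconclusive = only one of the two criteria met; inactive = mean below 40 and under half of replicates reaching 40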;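 note: 0% = median of neutral control wells and 100% = median of positive control wells; inhibitors cause a drop in the FAM fluorescence signal; in these data hits start at about 50%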
* = called active by the depositor; ? = inconclusive; · = not tested or not shown; & = joins results of further samples; ! = repeats disagree.

SMILES	FN deposit inh	esBAF inh	S100A4 MyoIIA	EWS-Fli block	RAD52 inh	Xi reactivation	E-selectin induc	RAD54 inh
CC1Cc2cc(/C(O)=C3/C(=O)C(=O)N(CCN4CCOCC4)C3c3cccc(O)c3)ccc2O1 (configuration not stated)	-4	23	·	·	·	·	-2.6	-16
CCCNC(=O)N1C[C@@H]2[C@H](c3ccccc31)[C@H](CO)N2Cc1ccc(F)cc1	·	-7	1	7	-3	0.3	-0.2	0
C[C@H]1CN([C@@H](C)CO)C(=O)c2cccc(NC(=O)Nc3ccc(F)cc3)c2O[C@H]1CN(C)Cc1ccc(Cl)c(Cl)c1	·	-6	1	12	1	0.3	1.3	2
Cc1cccc(S(=O)(=O)N2[C@@H]3CNC[C@H]2C3c2ccc(-c3ccccc3C)cc2)c1 (some centres not stated)	-3&0	·	-12&-24	59*!	-70&-104	0.0&0.0	1.1&-0.1	·
O=C(O)C1=C[C@H](c2ccc(F)cc2)C[C@H](OCc2ccc(CO)cc2)O1	8	4	6	-10	-11	0.1	-0.3	2
CCC(=O)Nc1ccc2c(c1)OC[C@H](C)N(C(=O)c1ccncc1)C[C@@H](C)[C@H](OC)CN(C)C2=O	-15	-2	1	-1	-5	-0.3	2.2	4
CCOC(=O)N1CCN(C(=O)C2CCN(Cc3ccc(O)c(OCC)c3)CC2)CC1	4	-2	-6	8	0	0.0	·	·
Cc1ccccc1CN(C)C(C)C(=O)NCc1ccccc1 (configuration not stated)	1	2	-3	-93	-6	0.0	·	-9
COc1ccc(NC(=O)Nc2ccc3c(c2)CC(=O)N([C@@H](C)CO)C[C@@H](C)[C@H](CN(C)S(=O)(=O)c2c(C)noc2C)O3)cc1	·	0	1	-3	-13	0.0	·	1
CCCCN(C(=N)N1CCCCC1)c1nc(C)c([N+](=O)[O-])c(=O)[nH]1	10	·	10	3	-9	-0.1	·	-8
C[C@@H]1CN([C@H](C)CO)C(=O)c2cc(NS(C)(=O)=O)ccc2O[C@@H](C)CCCCO[C@H]1CN(C)C(=O)C1CCCCC1	·	6	25	-7	-1	0.0	0.8	-9
c1ccc(-c2nn3c(Cn4nnc5ccccc54)nnc3s2)cc1	·	13	-5	-4	-10	·	·	-10
C[C@H](CO)N1C[C@H](C)[C@H](CN(C)S(=O)(=O)c2ccc(F)cc2)OCCCC[C@H](C)Oc2ccc(NC(=O)c3ccncc3)cc2C1=O	-3	0	10	0	9	0.1	·	6
CC=Cc1ccc2n(c1=O)C[C@@H]1[C@@H](CO)[C@H](C(=O)N[C@@H](C)c3ccccc3)[C@H]2N1Cc1ccccc1 (mixture of isomers)	·	·	-30	·	-7	0.1	-0.5	·
COc1ccc(NC(=O)N(C)C[C@@H]2Oc3c(NC(=O)c4ccc(-c5nccs5)cc4)cccc3C(=O)N([C@H](C)CO)C[C@@H]2C)cc1	·	4	7	-11	10	-1.4	2.2	-5
O=C(NCCNc1ccc([N+](=O)[O-])cc1)c1cccs1	5	-8	-1	-20	-3	0.2	·	6
O=c1c2ccccc2nnn1COc1ccc(F)cc1Cl	1	·	1	-31	-9	0.1	·	·
CCCNC(=O)[C@H]1[C@H](CO)[C@H]2Cn3c(cccc3=O)[C@H]2N1CC1CCCCC1	·	-1	3	6	14	0.7	-0.3	-6
CN1CCN(c2nc(-c3ccc(C(C)(C)C)cc3)nc3ccccc23)CC1	-2	-53	-7	46	-9	0.3	0.0	-2
COc1ccc(-c2noc(C(=O)NCc3ccc(F)cc3)n2)cc1OC	·	-3	-3	5	3	0.1	·	·
C/C=C/c1ccc([C@@H]2[C@H](CO)N3C(=O)CN(Cc4ccccc4)C[C@@H]23)cc1	·	·	-7	3	-8	-0.1	0.3	·
COc1ccc(C(=O)NCC(=O)OCC(=O)N2CCCc3ccccc32)cc1	-7	·	-3	3	0	-0.1	·	·
Cc1cc(NS(=O)(=O)c2ccc(NC(=S)NC(=O)c3cccc(S(=O)(=O)N(C)C)c3)cc2)no1	-1	-2	-3	7	0	0.1	13	-8
CCOc1ccc(CCNC(=O)COC(=O)c2nn(C)c(=O)c3ccccc23)cc1OCC	-7	-2	0	-5	-10	0.3	·	5
COc1ccc(CN(C)C[C@H]2Oc3ccc(NS(C)(=O)=O)cc3C(=O)N([C@H](C)CO)C[C@H]2C)cc1	·	-1	8	-2	-3	0.0	1.9	-16
Cn1c(=O)[nH]c(=O)c2c1nc(CN1CCN(c3ccc(F)cc3)CC1)n2CCN1CCOCC1	-5	-6	28	1	-13	-0.1	4.2	5
Cc1c(C(C)C)c(=O)n(-c2ccc(S(=O)(=O)NC(C)C)cc2)n1C	-5	14	3	11	-12	0.0	·	-4
N#C[C@@H]1[C@H](c2ccc(C3=CCCCC3)cc2)[C@@H](CO)N1S(=O)(=O)c1ccccc1	2	-1	-4	-9	-1	-0.1	-0.1	1
COc1ccc(S(=O)(=O)Nc2ccc(NC(C)=O)cc2)cc1Cl	-18	·	-6	1	-7	0.0	·	·
COc1ccccc1CN1CC(C(=O)NCC2(O)CCCCC2)CCC1=O (configuration not stated)	0	1	-1	0	-22	0.2	·	6
O=c1cnn(Cc2ccc(F)cc2)c2ccccc12	-1	-3	-5	5	-8	0.1	-0.3	14
Cc1ccc(NC(=O)COC(=O)c2ccc(OC(F)F)cc2)cc1S(=O)(=O)N1CCCCC1	2	3	-9	3	-14	0.0	·	-2
Nc1nc2ccccc2cc1-c1cccs1	4	?	-5	-98	-64	0.4	-0.3	0
Cc1ccc[n+](C(C)C(=O)Nc2ccc([N+](=O)[O-])cc2C)c1 (configuration not stated)	-2	·	-2	3	2	0.0	0.0	-9
C=CCN(c1ccccc1Cl)S(=O)(=O)c1cccc(C(=O)OCC(=O)N(C)C2CCS(=O)(=O)C2)c1 (configuration not stated)	0	0	8	7	-10	0.5	·	-1
COc1cc(/C=C/C(=O)OCC(=O)N(C)Cc2ccccc2)cc(OC)c1OC	·	-1	-10	5	-15	-0.1	-0.6	-3
CCCNC(=O)N(C)C[C@H]1Oc2cc(C#CCOC)ccc2S(=O)(=O)N([C@@H](C)CO)C[C@H]1C	0	-1	3	-5	-7	0.4	-0.4	0
O=C(COC(=O)Cc1ccsc1)NC(c1ccccc1)c1ccccc1	13	0	·	·	·	0.3	·	-1
C[C@H]1CN([C@@H](C)CO)C(=O)c2cc(NC(=O)Nc3ccc(F)cc3)ccc2O[C@@H]1CN(C)Cc1ccc(C(=O)O)cc1	-3	2	-39	-2	3	-1.0	-3.1	-6
CCOC(=O)C1=C(COC(=O)c2ccccc2[N+](=O)[O-])NC(=O)NC1C (configuration not stated)	11	·	-2	-5	3	0.1	0.4	·
CC(C)Oc1ccc(S(=O)(=O)N2CCOCC2)cc1NC(=O)C1=COCCO1	-2	0	-1	15	-24	-0.1	-0.2	0
C[C@@H]1CN([C@@H](C)CO)C(=O)Cc2cc(NS(=O)(=O)c3ccccc3)ccc2O[C@H]1CN(C)CC1CC1	·	0	-4	-3	4	-0.4	·	-7
CCOc1ccc(S(=O)(=O)N2CCCCC2)cc1NC(=O)C1CCC1	-3	-3	-3	6	-7	0.2	0.7	14
C[C@@H]1CCCCO[C@H](CN(C)S(=O)(=O)c2cn(C)cn2)[C@H](C)CN([C@@H](C)CO)C(=O)c2cc(NC(=O)Nc3ccc(F)cc3)ccc2O1	-6	6	12	0	4	0.1	0.0	-7
Cc1cc(O)c(C(C[N+](=O)[O-])c2ccc(Cl)cc2)c(=O)o1 (configuration not stated)	·	-9	-1	·	-18	·	·	-11
COc1ccc(S(=O)(=O)Nc2ccc3c(c2)C(=O)N([C@@H](C)CO)C[C@H](C)[C@@H](CN(C)S(C)(=O)=O)OCCCC[C@@H](C)O3)cc1	·	-1	-3	-11	-33	0.0	0.1	-5
CCCN(CCC)CCCNC(=O)CCNS(=O)(=O)c1ccc(Br)cc1	12	-1	-6	7	-14	0.0	·	·
C[C@@H]1CCCCO[C@H](CN(C)CC2CCCCC2)[C@H](C)CN([C@@H](C)CO)C(=O)c2cc(NC(=O)Nc3cccc4ccccc34)ccc2O1	·	1	-3	19	7	-1.1	2.1	7
Cn1c(=NC(=O)c2ccco2)sc2cccc(F)c21	0	29	1	-27	-68	-0.1	0.2	-1
C[C@@H]1CN([C@@H](C)CO)C(=O)c2cc(Br)cnc2O[C@@H]1CN(C)C(=O)c1cccnc1	4	-4	1	-4	-3	0.1	-0.3	8
CC(=O)Nc1sc(C)c(C)c1C(=O)OCC(=O)NCc1ccccc1	-6	5	-5	-2	-20	0.0	·	1
CCC1=NN(C(=O)COc2ccccc2)C(O)(c2ccc(Br)cc2)C1 (configuration not stated)	-9	-4	7	-17	-6	0.0	·	-5
CN(Cc1ccccc1)C(=S)NC(=O)c1ccccc1	2	-4	2	10	-13	0.4	·	-7
COc1ccc(Cl)cc1/C=C1/C(=O)ON=C1C	-15	-5	2	6	12	-0.1	-0.4	-1
CC(=O)O[C@H]1C(=O)[C@@]2(C)C([C@H](OC(=O)c3ccccc3)[C@]3(O)C[C@H](OC(=O)[C@H](O)[C@@H](NC(=O)c4ccccc4)c4ccccc4)C(C)=C1C3(C)C)[C@]1(OC(C)=O)CO[C@@H]1C[C@H]2O (some centres not stated)	·	-3	22	55*	-12	·	·	-9
CC1CCC/C(=N\NS(=O)(=O)c2ccccc2)C1 (configuration not stated)	-1	·	-9	-4	-21	-0.2	0.4	·
COc1ccc(N(CC(=O)N2CCN(Cc3ccccc3)CC2)S(C)(=O)=O)cc1Cl	3	-2	-4	3	-12	0.3	0.1	-3
Cc1ccc(NC(=O)c2cncc(Br)c2)cc1S(=O)(=O)N(C)C	-3	39	·	·	·	0.0	0.0	-9
O=S(=O)(c1cccs1)N1CCCCN2[C@H](CO)[C@H](c3ccc(/C=C/c4ccccc4)cc3)[C@@H]2C1	12	2	-1	-7	-20	0.0	0.0	-5
Cc1ccn2c(=O)nc(SCC(=O)NCc3ccc(F)cc3)nc2c1	-3	-4	1	-3	-32	0.9	-0.3	2
CN(C(=O)CSc1nnc(Cc2cccs2)n1C1CC1)C1CCS(=O)(=O)C1 (configuration not stated)	-3	-7	0	-5	5	0.1	·	-11
CCC(NC(=O)NNC(N)=S)(C(F)(F)F)C(F)(F)F	-2	·	-2	-3	-7	-0.1	·	·

Profiles, looked up by structure. Values in the order: FN deposit inh, esBAF inh, S100A4 MyoIIA, EWS-Fli block, RAD52 inh, Xi reactivation, E-selectin induc, RAD54 inh
Cc1ccn2c(=O)nc(SCC(=O)NCc3ccc(F)cc3)nc2c1 across the screens: -3, -4, 1, -3, -32, 0.9, -0.3, 2
CN(C(=O)CSc1nnc(Cc2cccs2)n1C1CC1)C1CCS(=O)(=O)C1 (configuration not stated) across the screens: -3, -7, 0, -5, 5, 0.1, ·, -11
